# From PubChem
# MPTP inh: permeability transition pore inhibition. isolated mouse mitochondria, Ca2+ swelling absorbance, 30 min. inhibition, % at 10 µM. AID 602449. 360,000 tested, 1.4% active;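 active = inhibition of 50% or more, scaled per plate between neutral and stimulator controls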;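 note: 0% = DMSO wells given calcium and 100% = 1 mM EGTA wells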
# hIAP activ: increases human intestinal alkaline phosphatase activity; purified human IAP, CDP-Star luminescence, 30 min; stronger effect = higher value; 1 = vehicle-only enzyme, 0 = enzyme-free background; AID 2524; activation factor at 10 µM; 330,000 tested, 0.16% active;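 active = activation factor of the enzyme at least 2-fold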; note: the source names both 10 and 20 µM as test concentration; values of inactives mirror those of a sister screen read the other way
# Target sequence (P09923 whole entry, looked up): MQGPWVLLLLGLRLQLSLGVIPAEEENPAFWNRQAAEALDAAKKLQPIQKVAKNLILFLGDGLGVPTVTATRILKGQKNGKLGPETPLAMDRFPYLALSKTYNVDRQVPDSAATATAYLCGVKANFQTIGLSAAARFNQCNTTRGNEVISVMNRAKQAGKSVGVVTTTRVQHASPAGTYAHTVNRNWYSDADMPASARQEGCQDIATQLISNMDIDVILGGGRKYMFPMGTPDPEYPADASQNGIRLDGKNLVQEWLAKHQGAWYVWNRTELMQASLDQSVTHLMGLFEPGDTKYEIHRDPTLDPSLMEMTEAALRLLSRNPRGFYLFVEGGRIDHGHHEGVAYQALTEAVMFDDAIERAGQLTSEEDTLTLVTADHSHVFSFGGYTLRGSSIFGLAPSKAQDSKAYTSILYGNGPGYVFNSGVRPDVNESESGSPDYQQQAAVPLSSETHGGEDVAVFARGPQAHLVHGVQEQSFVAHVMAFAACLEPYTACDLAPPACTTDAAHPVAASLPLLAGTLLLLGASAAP
# mIAP activ: mouse IAP activation; muIAP, CDP-Star luminescence, 30 min; stronger effect = higher value; 1 = vehicle-only enzyme signal, 0 = enzyme-free wells; activation factor at 10 µM; 330,000 tested, 0.24% active; AID 2805;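 active = activation factor of at least 2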; note: the source names both 10 and 20 µM as test concentration; values of inactives mirror those of a sister screen read the other way
#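 Assay system: mouse IAP enzyme; reagent: chemiluminescent substrate CDP-Star; dosing: test compounds delivered from DMSO solution; schedule: 30 min at room temperature; measured by: luminescence from enzymatic CDP-Star hydrolysis; controls: DMSO-only wells and no-enzyme negative control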
# A3G deaminase: blocks human APOBEC3G single-stranded DNA deamination; recombinant A3G, ssDNA deamination FAM/TAMRA fluorescence; inhibition, % at 20 µM; Q9HC16; 330,000 tested, 0.28% active; AID 493012;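 active = inhibition of at least 40% at 20 µM, with no more than 30% in the related APOBEC3A deaminase screen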;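 note: plate controls were DMSO wells with A3G for no effect and wells lacking A3G enzyme for full effect; some compounds called inactive have numbers as strong as hits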
# mIAP block: blocks mouse intestinal alkaline phosphatase. 330,000 tested, 0.2% active. purified mouse IAP, CDP-Star luminescence, 30 min. inhibition, % at 10 µM. AID 2806;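 active = inhibition of at least 40% at 10 µM in the primary screen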;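 note: plate controls were DMSO with enzyme for no effect and no enzyme wells for full effect; values of inactives mirror those of a sister screen read the other way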
# MIN6 prolif: induces beta-cell replication in MIN6 cells. MIN6 cells proliferation, ATPlite luminescence, 48 h; cells starved in 0.2% serum; 100% = growth in 10% serum. proliferation, % at 10 µM. 330,000 tested, 0.29% active. AID 2380;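 active = compounds whose signal lies at least 3.5 SD above the mean of all wells on their plate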;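 note: 0% = DMSO-treated cells in low-serum medium and 100% = 10% serum control; some compounds called inactive have numbers as strong as hits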
# hIAP block: blocks human intestinal alkaline phosphatase; 330,000 tested, 0.12% active; AID 2544; purified IAP, CDP-Star luminescence, 30 min; inhibition, % at 10 µM; P09923;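 active = inhibition reaching a set limit with compound at 10 µM in the primary screen, cut at about 35% in these data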;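 note: plate controls were DMSO wells with enzyme for no effect and no-enzyme buffer wells for full effect; values of inactives mirror those of a sister screen read the other way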
# NR3A LBD binder: modulates the human NR3A ligand-binding domain; AID 1259313; 340,000 tested, 2.5% active; NR3A LBD differential scanning fluorimetry, Tm shift; 0% = protein alone, 100% = glycine-bound protein; Tm shift relative to glycine control, % at 25 µM;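 active = melting temperature shift of at least 10% of the positive control shift, at one fixed dose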
# APOBEC3A inh: blocks human APOBEC3A ssDNA deamination; P31941; recombinant A3A, FAM/TAMRA ssDNA deamination fluorescence; inhibition, % at 20 µM; 330,000 tested, 0.41% active; AID 493011;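 active = at least 40% inhibition at 20 µM here, with at most 30% in a related deaminase screen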;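 note: plate controls were A3A with DMSO for no effect and wells lacking A3A enzyme for full effect; some results filed as inactive read as strong as hits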
# Target sequence (P31941 whole entry, looked up): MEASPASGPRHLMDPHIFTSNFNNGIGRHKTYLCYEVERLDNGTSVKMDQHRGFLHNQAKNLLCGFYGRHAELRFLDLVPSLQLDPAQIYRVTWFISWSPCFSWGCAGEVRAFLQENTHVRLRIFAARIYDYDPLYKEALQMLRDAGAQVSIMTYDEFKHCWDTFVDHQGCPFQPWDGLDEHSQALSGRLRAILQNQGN
# Numbers without * were called inactive; . = no result given.
structure,MPTP inh,hIAP activ,mIAP activ,A3G deaminase,mIAP block,MIN6 prolif,hIAP block,NR3A LBD binder,APOBEC3A inh
CC(C)(C)c1ccc(S(=O)(=O)N2CCN(CC(=O)NC(=O)NC3CCCCC3)CC2)cc1,-0.8,1.3,1,4,0,-4,-28,2,3
CC(C)(C)C(=O)CN1CCN(S(=O)(=O)c2ccc(F)cc2)CC1,-1.7,1.1,1,-6,-2,-1,-11,12*,4
Cc1cc(C)c(S(=O)(=O)N2CCN(CCO)CC2)c(C)c1,-1.1,0.92,1,-7,-1,-1,8,-3,-1
Cc1[nH]nc2c1/C(=N/O)CC(c1ccccc1)C2 (centres undefined),1.0,1,1,-6,-1,-2,-2,2,-2
CCn1c(=O)c2cc(C(=O)Nc3cc(C)on3)sc2c2ccccc21,0.7,0.98,0.88,1,12,-1,2,-1,-1
CCN(CC(=O)Nc1ccc2c(c1)OCCO2)S(=O)(=O)c1ccc(C)cc1,-3.5,0.93,1,-4,-2,-4,7,2,5
Cc1ccc(S(=O)(=O)N(CC(=O)NCCSCc2ccco2)c2ccc(F)cc2)cc1,.,0.97,1,1,-4,-3,2,.,1
Cc1cc(C(F)(F)F)nc(SCC(=O)Nc2c(C)n(C)n(-c3ccccc3)c2=O)n1,-0.2,0.97,1.1,-4,-5,0,2,-1,1
Cc1ccc(-c2c(C(=O)N/N=C/c3ccoc3)nnn2-c2nonc2N)cc1,-0.1,0.84,0.87,0,13,2,16,-9,0
COC(=O)c1cn(CC(=O)NCc2cccs2)c2ccccc12,-2.8,0.99,1.1,-5,-14,-2,1,12*,-2
CCN1C(=O)[C@@H]2[C@@H](c3ccc(-c4ccc(Cl)c(Cl)c4)c(OC)c3)N3CCC[C@@]3(C(=O)OC)[C@@H]2C1=O,-0.2,0.93,0.98,-12,2,-8,7,-4,-2
Cc1cc(=O)n2[nH]c(-c3ccc(C(C)(C)C)cc3)cc2n1,2.4,1.3,0.88,-5,12,-6,-25,1,2
COc1cc(C2NC(=O)CS2)cc(OC)c1OC (centres undefined),-0.4,0.9,1.1,2,-5,-4,10,0,-1
Oc1ccc(Cl)cc1C1=Nc2ccccc2N=C(c2ccco2)C1,3.5,0.75,1,3,-3,-4,25,1,-1
Cc1oc(-c2cccc(Cl)c2)nc1CN(C)C1CCOC1 (centres undefined),0.6,1.2,0.95,-7,4,-2,-16,-3,-1
COC(=O)C(CC(C)C)NC(=O)C(Cc1ccccc1)NC(=O)C1CCCN1C(=O)OC(C)(C)C (centres undefined),-0.6,1,0.9,-6,10,-1,-2,-2,-3
Cc1ccccc1NC(=O)CCC(=O)OCC(=O)c1cccc([N+](=O)[O-])c1,1.2,1.1,0.94,-1,6,-1,-14,1,2
COCCN(CCOC)S(=O)(=O)c1ccc(C(=O)Nc2nc(-c3ccccc3)c(C(=O)c3ccccc3)s2)cc1,2.0,0.92,0.87,-11,13,-2,8,2,-8
Cc1cccc(CSCCNC(=O)Nc2ccccc2)c1,25,0.88,1.9,-4,-85,0,12,-11,-1
CN1CCc2c(sc(N)c2C(N)=O)C1,-0.5,0.95,0.92,1,8,1,5,-3,3
CCC(C)c1ccc(O)c(NC(=O)c2cccnc2)c1 (centres undefined),-0.2,0.93,1.1,-3,-13,-1,8,-1,-5
CCCCn1c(N)c(N(CCOC)C(=O)COc2ccc(Cl)cc2)c(=O)[nH]c1=O,-1.2,0.84,0.98,-12,2,1,16,0,-2
Cc1ccc2nc(NCCCO)[nH]c2c1,0.2,0.91,1.1,1,-8,-2,9,0,2
COc1ccc(-c2ccc(CCC(=O)O)n2NC(=O)c2cccs2)cc1,-3.4,0.98,1.2,-4,-19,-1,2,-3,-5
COc1ccc(C(=O)Nc2cccc(C(C)=O)c2)cc1OC,-0.8,0.86,1,-1,-2,-2,14,0,4
O=[N+]([O-])c1ccc2c(c1)C(N1CCOCC1)/C(=C/COc1ccc(F)cc1)O2 (centres undefined),0.3,1,0.97,0,3,-2,-1,-4,-2
Cc1ccc(C(=O)c2c3ccc([N+](=O)[O-])cc3[n+]([O-])n2CCCN)cc1,6.5,0.85,0.98,3,2,-5,15,-1,1
CCc1ccccc1NC(=O)CSc1nc2n[nH]c(C)c2c(=N)n1-c1cccc(OC)c1,-1.2,0.87,1,-5,-4,-2,13,-2,-2
Cc1cccc(NC(=S)NCc2ccc3[nH]c4c(c3c2)CCCC4)c1,1.0,0.89,2.6*,1,-155,-7,11,16*,1
O=C(Nc1nccs1)[C@@H]1CCCN1C(=O)c1cccs1,-1.6,1,1.1,-7,-11,0,-4,-1,-5
COc1ccc(OCC(=O)NNC(=O)c2cccc(C)c2)cc1,0.1,0.89,0.93,-4,8,0,11,-1,0
CN(CC(=O)Nc1ccc(Cl)c(Cl)c1)C(=O)CN1C(=O)NC2(CCCC2)C1=O,0.2,0.9,0.98,-6,2,0,10,5,-2
COc1ccc(N(Cc2ccccc2)S(=O)(=O)c2cccc(C(=O)Nc3ccccn3)c2)cc1,-0.6,1.1,0.98,-8,2,-4,-14,0,-4
C=CC[C@@H](CC(=O)NCCO)C(=O)N[C@H](COC(=O)[C@H](CC=C)CC(=O)OC(C)(C)C)Cc1c[nH]c2ccccc12,-0.4,1,1.1,5,-7,-1,-4,-3,0
O=C(NCc1ccc(CNC(=O)c2ccco2)cc1)c1ccco1,-2.0,0.96,0.96,0,4,-4,4,-1,-2
O=C(NC(=S)N1CCN(c2ccc(Cl)cc2[N+](=O)[O-])CC1)c1ccco1,-0.1,0.83,1,-5,-3,0,16,0,-4
O=C1c2ccccc2-c2nc3ccccc3nc21,2.3,0.78,0.99,-5,1,-3,22,0,0
COC(=O)CSc1nnc(COc2ccc3ccccc3c2)o1,1.3,1.1,0.94,-3,6,0,-11,4,2
COc1ccc(OC)c(N(C(=O)c2ccco2)C(C(=O)NC2CCCC2)c2ccc(N3CCOCC3)cc2)c1 (centres undefined),-0.1,0.89,0.96,-12,4,-1,11,1,-2
Cc1c(C(=O)C(=O)NCCCn2ccnc2)c2ccccc2n1C,0.0,1,1.2,24,-16,-4,-2,0,-2
CCCn1c(NCc2ccco2)nc2ccccc21,-0.8,0.87,1,-5,-1,3,13,0,-3
Cc1ccc(NC2CCCN(C(=O)c3ccc4nccnc4c3)C2)cc1C (centres undefined),-1.4,0.96,1.1,-8,-6,-1,4,5,-1
COc1ccc(Cl)cc1NC(=S)N1CC(C)OC(C)C1 (centres undefined),-2.0,0.92,1,-4,-4,3,8,0,-3
S=C(CN1CCCC1=S)N1CCOCC1,0.0,0.87,0.96,-6,4,0,13,0,-1
O=C(COC(=O)CNC(=O)c1cccc([N+](=O)[O-])c1)Nc1nc2ccccc2s1,2.3,1.1,0.95,-4,5,-1,-13,-2,0
COc1ccc(C(=O)CSc2nnc(C(CO)NC(=O)c3ccc(OC)cc3)n2C)cc1 (centres undefined),-1.6,1,0.9,-1,10,2,-5,0,2
CCc1ccc(NC(=O)C2CCCN(S(=O)(=O)c3cccnc3)C2)cc1 (centres undefined),-1.7,1.1,0.97,0,3,-2,-10,-1,-2
CCC1COCCS(=O)(=O)N1Cc1ccc(Cl)cc1 (centres undefined),0.4,1.1,1.2,-2,-15,-6,-12,1,-5
O=C(CCc1ccccc1)Nc1nncs1,-7.6,0.9,1,-2,-3,2,10,0,-3
CN(C)S(=O)(=O)c1ccc(C(=O)NCC(C)(C)N2CCOCC2)cc1,2.2,1,0.98,0,2,0,-4,2,5

# Rewritten with values under each structure: entries from further up
# Under each structure – MPTP inh	hIAP activ	mIAP activ	A3G deaminase	mIAP block	MIN6 prolif	hIAP block	NR3A LBD binder	APOBEC3A inh
CCC1COCCS(=O)(=O)N1Cc1ccc(Cl)cc1 (centres undefined)
 : 0.4	1.1	1.2	-2	-15	-6	-12	1	-5
O=C(CCc1ccccc1)Nc1nncs1
 : -7.6	0.9	1	-2	-3	2	10	0	-3

# Additional records:
structure,MPTP inh,hIAP activ,mIAP activ,A3G deaminase,mIAP block,MIN6 prolif,hIAP block,NR3A LBD binder,APOBEC3A inh
Cc1cccc(Cl)c1OCCCN1CCOCC1,0.0,0.98,0.99,-7,1,1,2,-1,-5
CC1(C)Cc2ccccc2C(N/N=C/c2cccc(F)c2)=N1,0.7,1.1,0.94,-3,6,0,-9,-1,-1
CCCn1c(=O)c(C(=O)NNS(=O)(=O)c2ccc(C)cc2)c(O)c2ccccc21,28,1.3,0.95,-8,5,-3,-32,-5,0
C=CCn1c(-c2csc3ccccc23)n[nH]c1=S,1.4,0.89,0.96,43*,4,1,11,0,7
CCOC(=O)c1cnc2sc3c(n2c1=O)CCCC3,1.3,1.1,0.95,9,5,-4,-13,1,4
O=C(NCc1ccc(F)cc1)c1c2c(nc3ccccc13)CCN(Cc1ccccc1)C2,0.5,1,1,-7,-2,0,-2,-3,-1
CCCN(CC(=O)Nc1ccccc1C)C(=O)c1sc2ccccc2c1Cl,-0.9,1.1,1.1,-3,-11,0,-10,-2,1
Cc1ccc(CN2CCN(Cc3ccc4cccc(F)c4n3)CC2CCO)cc1 (centres undefined),1.6,1.1,0.96,-5,4,-4,-8,-4,-4
O=C(Cn1cnnn1)NC1CCCN(Cc2ccccc2F)C1 (centres undefined),0.1,1.1,1,-7,-3,3,-11,-1,-4
COc1ccc(CCNC(=O)COC(=O)Cn2cnc3ccccc32)cc1OC,2.3,0.97,0.95,0,5,-4,3,1,-2
CCC(C)[C@H](NC(=O)N1c2ccccc2NC(=O)[C@@H]1C(C)C)C(=O)N[C@@H](Cc1ccccc1)C(=O)O (some centres undefined),1.0,0.97,0.94,-9,6,3,3,0,-3
Cc1cc(Cl)ccc1OCCCC(=O)NCc1ccccn1,0.7,1,0.94,-17,6,4,0,-3,-5
S=C(c1ccc(-c2ccc(Cl)cc2Cl)o1)N1CCCC1,3.8,1,0.82,0,18,-2,-2,4,-1
COC(=O)c1ccccc1NC(=O)C1CCC(=O)N1S(=O)(=O)c1ccc(C)cc1 (centres undefined),-1.1,0.99,1,-7,-1,-1,0,-2,-5
COc1ccc(S(=O)(=O)NCc2ccc(C(=O)N3CCN(Cc4ccccc4)CC3)cc2)cc1,-0.4,1.3,1.1,-3,-6,-1,-32,0,-2
COc1ccccc1C(=O)NC(=O)CSc1nnc(SC)s1,1.4,1.1,0.96,-9,4,9,-5,3,0
O=C(CSc1ccccc1)N1CCN(c2ccc(F)cc2)CC1,0.8,1.1,0.99,-12,1,2,-6,1,-5
CCOc1cc(NC(=S)NCCc2ccccc2)c(OCC)cc1NC(C)=O,-1.0,1,1,-4,0,1,0,-2,1
O=[N+]([O-])c1cc(S(=O)(=O)N2CCCC2)ccc1N/N=C/c1cccnc1,-0.6,1.1,1.1,-9,-6,-2,-5,1,0
COc1cccc(CN2CCN(C3CCN(c4ccccc4F)CC3)CC2CCO)c1 (centres undefined),1.0,1.2,1.1,-11,-9,-1,-17,-2,-3
CCCN(CC1CC1)C(=O)CSc1nnc(-c2cc(-c3cccs3)nc3ccccc23)o1,-1.4,0.94,0.93,-6,7,-3,6,1,-15
COC(=O)c1c(C(=O)OC)c(-c2cccc(F)c2)n2c1CS(=O)(=O)C2,1.1,1,1,-9,0,0,-4,3,1
COc1ccc(C2(NC(C)=O)CCN(Cc3cccnc3)CC2)cc1,0.6,1.3,1,-3,0,2,-32,1,-3
